hERG WT inh: qHTS for Inhibitors of KCHN2 3.1: Wildtype qHTS; U2OS, BacMam KCNH2, thallium flux FluxOr; hits give low values; 340,000 compounds, 0.37% hits; activity change, % at 1.84 µM; Voltage-gated inwardly rectifying potassium channel KCNH2 (Homo sapiens), Q12809;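 active means maximum activity change below -70%; inconclusive means maximum activity change between -70% and -50%; inactive means maximum activity change above -50%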; further: on the % scale 0 is the no-effect control and ±100 the full control effect
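U2OS cells were transduced with wild-type KCNH2 virus (2.03 x 10^8 / mL) for 4 h at room temperature, then cultured overnight at 37 C. Thallium flux was read with FluxOr dye. Rate constants were normalized to DMSO controls.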
BCR signal inh: qHTS Assay to Find Inhibitors of Chronic Active B-Cell Receptor Signaling | 340,000 compounds, 0.05% hits | Potency, µM (doses to about 46.1 µM), for inactives: at the top dose ratio change, negative = lower green/red ratio, usual class: inhibitors | ABC-DLBCL IkBa-CBG/CBR reporter, luminescence ratio, 4 h | AID 493014, 2011; active means well fitted inhibition curve with a large enough effect in the signal ratio, with a control signal flat, not every such curve was filed as active; inconclusive means small, poorly fitted or top-dose-only effect, or effect the other way, or a change in a side signal; the % refers to the signal ratio;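 further: potency means the concentration at half of the fitted maximal effect; plate controls were basal doxycycline-induced cells for no effect and cells given 10 µM MG132 for full effect; MG132 reads +100%, hits lower the ratio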
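Cell line TMD8 (human ABC DLBCL), stably expressing tet-inducible CBG68-IkBa fusion and CBR; IMDM/0.5% FBS; cpd up to 46 uM; dox induction, 4 h, 37C/5% CO2; dual luminescence; green/red ratio; MG132 control.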
TCR activator: Activators of T cell receptors: qHTS campaign. primary human leukocytes, anti-CD3, IL-2 HTRF, 48 h. Potency, µM (highest dose often 9.22 µM), inactives show at the highest dose activation of IL-2 secretion, actives largely listed as activators. 330,000 tested, under 10 active. AID 504894, 2011; further: % of control where 0% means no effect
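IL-2 release read by HTRF sandwich (Eu cryptate donor, d2 acceptor, 665 nm emission) after 48 hr exposure of primary human leukocytes to compound together with anti-CD3 beads in the absence of co-stimulatory signals.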
AT treatment: qHTS Assay for Identifying a Potential Treatment of Ataxia-Telangiectasia; […] A-T fibroblasts, KAP-1 phosphorylation AlphaLISA; neocarzinostatin DNA damage 30 min before lysis; Potency, µM (series often up to 57.5 µM), inactives show at the highest dose activation, usual class: activators; 320,000 compounds, 0.19% hits; AID 485349, 2010; further: potency means the concentration at half of the fitted maximal effect; % of control where 0% means no effect; nearly all actives have a fitted effect of over 45% in size
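ATM-like activity read as KAP-1 phosphorylation via AlphaLISA donor/acceptor antibody pairs after lysis and 6 hr at 25C. Cells were ATM-null patient fibroblasts ([…], hTERT), dosed 60 min, then exposed to the DSB inducer NCS for 30 min.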
GALK inhibitor: qHTS Assay for Inhibitors of Human Galactokinase (GALK). P51570. Purified GALK, Kinase-Glo residual ATP luminescence. Potency, µM (doses to about 57.5 µM), without a hit: at the highest dose activity change, negative = inhibition, actives largely listed as inhibitors. 270,000 compounds, 0.007% hits. AID 1868, 2009; further: potency means the concentration at half of the fitted maximal effect; on the % scale 0 is the no-effect control and ±100 the full control effect
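The enzyme phosphorylates galactose (100 uM) using ATP (35 uM); inhibition is detected as higher residual ATP, quantified by bioluminescence after 1 h reaction at room temperature, pH 8.0.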
Giardia kill: Small Molecules that selectively kill Giardia lamblia: qHTS. Giardia lamblia trophozoite viability. activity change, % at 7.66 µM, hits read low. AID 540267, 2011. 340,000 compounds, 0.15% hits; in the data active means activity change below about -80%; inconclusive means between about -30% and that limit;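 further: parasites exposed to compound for two days anaerobically before the ATP read; on the % scale 0 is the no-effect control and ±100 the full control effect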
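Killing of trophozoites was scored by loss of ATP luminescence after a 48 hrs anaerobic exposure to compounds at 37 deg C, using 100 cells per well.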
FBPA coupling cs: qHTS Assay for Inhibitors of Fructose-1,6-bisphosphate Aldolase from Giardia Lamblia: Coupling assay counterscreen. coupling enzyme system counterscreen, AmpLite Red fluorescence. activity change, negative = inhibition, % at 58.2 µM, hits read low. 290,000 compounds, 0.67% hits; in the data active means activity change below about -30%; further: on the % scale 0 is the no-effect control and ±100 the full control effect
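Compounds tested against the coupling enzymes alone at 57.5 uM final; readout was AmpLite Red fluorescence (525/598 nm) after 20 min at RT.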
Tb PFK inh: qHTS Assay to Find Inhibitors of T. brucei phosphofructokinase; Potency, µM (titrated, usually from 57.5 µM), for the others: top-dose activity, negative = inhibition, actives largely listed as inhibitors; T. brucei PFK, ADP-Glo luminescence; 330,000 compounds, 0.17% hits; ATP-dependent 6-phosphofructokinase (Trypanosoma brucei brucei), O15648; AID 485367, 2010;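 further: potency means the concentration at half of the fitted maximal effect; 0% = uninhibited 1x PFK enzyme wells and -100% = no-enzyme wells; nearly all actives have a fitted effect of over 60% in size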
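Compounds were pin-transferred as a titration series up to 57 uM into substrate buffer (0.5 mM F6P, 0.1 mM ATP, pH 8.0), then 1.25 nM PFK was added and reactions ran 45 min before ADP-Glo detection.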
CXXC DNA block: qHTS Fluorescence Polarization Assay for Inhibitors of MLL CXXC domain - DNA interaction. AID 2662, 2010. Potency, µM (highest dose often 115 µM), without a hit: top-dose activity change, negative = inhibition, usual class: inhibitors. MLL-CXXC / FITC-HOXA9 DNA fluorescence polarization. Histone-lysine N-methyltransferase 2A (Homo sapiens), Q03164. 290,000 compounds, 0.037% hits; active means well fitted inhibition curve with a large enough effect in the polarisation, with a control signal flat, not every such curve was filed as active; inconclusive means small, poorly fitted or top-dose-only effect, or effect the other way, or a change in a side signal; inactive means no such curve, though single readings can be large or run the other way; the % refers to the polarisation; further: potency means the concentration at half of the fitted maximal effect
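Steps: dispense CXXC domain solution (7 uM) → pin compounds or unlabeled HOX-A9 DNA control → 5 min ambient → add FLSN-HOX-A9 solution (50 nM) → spin → 30 min ambient → fluorescence polarization. Tris pH 7.5/NaCl/DTT/BSA buffer.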
TSHR antag: Antagonists of the Thyroid Stimulating Hormone Receptor: HTS campaign; TSHR-expressing cells, TSH-stimulated cAMP HTRF, 2 h; hits give low values; 330,000 compounds, 0.2% hits; activity change, negative = inhibition, % at 11.5 µM;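 active means activity change below a set negative limit, meaning inhibition stronger than a set level, cut at about -70% in these data; inconclusive means activity change between two set negative limits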; further: on the % scale 0 is the no-effect control and ±100 the full control effect
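Inhibition of cAMP made by TSHR-expressing cells under TSH stimulation (4nM final, EC80; 2 h, 37 deg C) is quantified with a one-step lysis HTRF kit, anti-cAMP cryptate versus cAMP-d2.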
Active calls of the source: *; ? = inconclusive; nt = not tested or not shown; [ ] = dose if it differs, or a comment. Unless noted, the call rests on the fitted dose curve; in most records, active means well fitted curve in the direction sought with a large enough effect; inconclusive means small, poorly fitted or top-dose-only effect, or another doubt; inactive means no such curve, though single readings can be large; an effect the other way counts as inactive or inconclusive.

SMILES | hERG WT inh | BCR signal inh | TCR activator | AT treatment | GALK inhibitor | Giardia kill | FBPA coupling cs | Tb PFK inh | CXXC DNA block | TSHR antag
CC(Oc1cccc(Cl)c1)C(=O)Nc1ccccc1N1CCCCC1 (stereo not drawn) | 2 | 18% | -3% | 24% | nt | 11 | nt | -13% | nt | 0
c1cncc(-c2nnc(-c3ccco3)o2)c1 | -13 | 15% | -16% | -1% | 3% | -5 | 2 | -4% | -4% | -1
CCCC(=O)N1CC(=O)Nc2ccc(C)cc2C1c1ccccc1 (stereo not drawn) | -3 | ? | -1% | -7% | -3% | -10 | 0 | 6% | 1% | 5
CCOc1ccc(CCNC(=O)COC(=O)COc2ccccc2C)cc1OCC | 0 | -4% | -4% | 7% | nt | -16 | nt | 0% | nt | -7
O=C(Nc1ccc2c(c1)OCO2)c1cnc(Cl)c(Cl)c1 | -2 | ? | -4% | -8% | nt | 10 | nt | 0% | nt | 1
COc1ccc(CC(=O)O/N=C(\N)c2ccc(OC)cc2)cc1 | 2 | -16% | -55% | 8% | 7% | -3 | -12 | -14% | -11% | 2
COc1ccc(CCNC(=O)C2CCN(C(=O)c3ccc(Br)cc3)CC2)cc1OC | 2 | -1% | 1% | 12% | 4% | -4 | 2 | 2% | -2% | 1
CCOC(=O)c1c(-c2ccc(C)cc2)csc1NC(=O)/C(C#N)=C/c1ccc(O)c(OC)c1 | 6 | 2% | -4%[46.1 µM] | -6% | 0% | -13 | 4 | -3% | 13% | 6
CCSc1nnc(NC(=O)Cc2ccc(OC)cc2)s1 | 8 | 10% | 2% | -9% | -1% | -7 | 4 | 2% | 10% | 18
CCN(CC)C(=O)CSc1nc2ccccc2c(=O)n1CCC(=O)NCCc1ccc(OC)c(OC)c1 | 9 | 2% | 1% | -1% | -2% | -3 | 0 | -5% | 7% | -2
O=C(NCc1ccco1)NC12CC3CC(CC(C3)C1)C2 | 0 | 6% | 1% | 3% | 3% | 7 | 0 | -5% | 7% | -2
Cc1c(C(=O)N(Cc2ccccc2Cl)C2CCS(=O)(=O)C2)oc2ccccc12 (stereo not drawn) | 0 | -4% | 1% | 2% | nt | 3 | -21 | 0% | nt | -13
CCn1nccc1C(=O)Nc1ccc(C)c(C)c1 | 1 | 5% | -1% | 3% | 1% | -24 | -6 | -5% | -5% | 10
O=c1[nH]c2ccc(Cl)cc2c(-c2ccccc2)c1N1CCN(CCO)CC1 | 7 | 1% | -1% | 6% | -4% | -12 | 5 | 4%[0.46 µM] | 16% | -27
O=c1[nH]c2cccnc2n(CCNc2ncc(C(F)(F)F)cc2Cl)c1=O | 3 | 7% | -1% | 3% | -1% | 4 | -1 | -4% | 1% | -12
Cc1cccc(N2CCN(Cc3nc(-c4cccc(Cl)c4)oc3C)CC2)n1 | 29 | 14% | 0% | 3% | 4% | 22 | -1 | -14% | -13% | 12
O=C(/C=C/Nc1ccccc1C(F)(F)F)c1ccco1 | -1 | ? | -6% | 2% | 11% | 11 | -5 | 1% | 2% | -9
COc1ccccc1CNC(=O)[C@@H](NC(=O)C1CCN(C(=O)[C@@H]2CCCN2)CC1)C(C)C | -4 | 8% | 5% | -6% | nt | -14 | -1 | 4% | 9% | 6
O=C(CSc1nnc2ccc3ccccc3n12)c1ccc(F)cc1 | nt | ? | nt | 1% | nt | nt | nt | -3% | nt | 3
Cc1ccnn1CC(=O)N/N=C/c1ccco1 | -8 | 0% | -2% | 3% | 2% | 3 | 1 | -3% | -2% | 6
Cc1c(C(=O)NC(=S)Nc2ccc3c4c(cccc24)CC3)cccc1[N+](=O)[O-] | -6 | -2% | -3% | 4% | -1% | 14 | 0 | 1% | 2% | -6
N#CC1=C(N)OC2=C(C(=O)CCC2)C1c1ccoc1 (stereo not drawn) | 0 | -1% | 6% | 3% | 4% | 1 | -2 | 2% | 3% | 7
CN1CCN(C(=O)c2ccccc2-c2ccccc2C(=O)O)CC1 | 7 | 2% | 1% | 24% | 3% | 15 | 0 | 5% | -2% | 23
O=c1c2cc(NC(=S)NCc3cccnc3)ccc2nc2n1CCCCC2 | -9 | 2% | 3% | 4% | -1% | -10 | 3 | -1% | 6% | -19
CC(C)n1c(SCc2ccccc2F)nc2c1c(=O)n(C)c(=O)n2C | 7 | 12% | 2% | 1% | 2% | 1 | 3 | 0% | 13% | -1
CCCn1nnnc1NCc1ccc(N(C)C)cc1 | -2 | 7% | 7% | 8% | 5% | -12 | 0 | -1% | -5% | -4
Cc1cc(OCc2nc3ccccc3s2)ccc1N | -1 | ? | -6% | 35% | 1% | -11 | 1 | 2% | 9% | 22
Clc1ccc(CSc2cc3c(nn2)-c2ccccc2CC3)cc1Cl | -3 | -6% | -1% | 2% | 0% | -7 | -1 | -2% | 9% | -5
Cc1ccc(CC2SC(N)=NC2=O)cc1 (stereo not drawn) | 5 | 5% | -4% | 0% | -1% | -26 | 4 | 4% | 10% | 3
CCOC(=O)c1cc2occc2n1CC(=O)N1CCOCC1 | -7 | -2% | 4% | 6% | 2% | 1 | 1 | -3% | 4% | 10
CCC(c1nnnn1C1CCCC1)N(Cc1cccs1)Cc1cc2cccc(C)c2[nH]c1=O (stereo not drawn) | -4 | ? | 0% | 3% | -2% | 5 | -2 | 5% | 0% | -7
CCCCOC(=O)c1ccc(NC(=O)CSC2=Nc3ccccc3C3CC=NN23)cc1 (stereo not drawn) | 2 | ? | -2% | -3% | -2% | 25 | -3 | 3% | 12% | -19
CCOc1ccc(NC(=O)CN2CCN(C(=O)c3ccco3)CC2)cc1S(=O)(=O)N1CCCC1 | 21 | ? | 4% | -10% | nt | 1 | nt | 10% | nt | 7
COc1ccc(OCCSc2nnc(Cc3cccc4ccccc34)n2N)cc1 | 0 | ? | 3%[46.1 µM] | nt | 1% | 1 | -6 | 0% | 2% | 4
CCOC(=O)Cc1cc(=O)n2[nH]c(-c3ccc(C)cc3)cc2n1 | 2 | ? | 1% | 1% | 0% | 4 | -11 | -8% | -16% | -12
Cn1nnnc1NCc1c(F)cccc1Cl | 4 | 5% | nt | nt | -4% | 18 | 0 | -9% | -1% | 21

Profiles, quoted from the list. Order of values: hERG WT inh | BCR signal inh | TCR activator | AT treatment | GALK inhibitor | Giardia kill | FBPA coupling cs | Tb PFK inh | CXXC DNA block | TSHR antag
Profile of `N#CC1=C(N)OC2=C(C(=O)CCC2)C1c1ccoc1` (stereo not drawn) = 0 | -1% | 6% | 3% | 4% | 1 | -2 | 2% | 3% | 7
Profile of `CCCC(=O)N1CC(=O)Nc2ccc(C)cc2C1c1ccccc1` (stereo not drawn) = -3 | ? | -1% | -7% | -3% | -10 | 0 | 6% | 1% | 5

(continued)
SMILES | hERG WT inh | BCR signal inh | TCR activator | AT treatment | GALK inhibitor | Giardia kill | FBPA coupling cs | Tb PFK inh | CXXC DNA block | TSHR antag
CCCc1cc(C(=O)NCc2ccccc2)no1 | 0 | ? | -4% | -2% | 0% | -9 | 0 | -9% | -2% | 9
O=c1cc(OCc2ccccc2)cc[nH]1 | -10 | 2% | -3% | 0% | nt | -13 | nt | 1% | nt | 3
CC(C)CN1C(=O)C(=Nc2cccnc2)c2ccccc21 | 4 | ? | -10% | -2% | -3% | 4 | 0 | -3% | 9% | 8
Cc1ccc(-c2nnn(CC(=O)N(CCO)C(C(=O)NC3CCCC3)c3ccc(F)cc3)n2)o1 (stereo not drawn) | -5 | -14% | 6% | 3% | 0% | -15 | -3 | -2% | -7% | 12
Cc1onc(-c2c(Cl)cccc2Cl)c1C(=O)N1CCN(c2ccccc2F)CC1 | 3 | 2% | -2% | 2% | 8% | 5 | 1 | 2% | 1% | -17
O=C(N/N=C/c1cn(-c2ccccc2)nc1-c1cccs1)c1ccccc1F | 16 | ? | 1%[46.1 µM] | 1% | 0% | 8 | 3 | 1% | 7% | 0
CC1(C)[C@@H](O)CC[C@]2(C)C3C(O)C=C4[C@H]5C[C@@](C)(C(=O)O)CC[C@]5(C)CC[C@]4(C)[C@]3(C)CC[C@@H]12 (stereo partly drawn) | nt | 1% | nt | -16% | 2% | nt | 3 | -1% | 11% | -17
CN(C(=S)NC(=O)c1ccc(Cl)cc1)C1CCCCC1 | -74* | ? | 2% | 1% | -4% | 0 | 1 | ? | 4% | -10
COc1ccccc1-c1nn(Cc2ccccc2)cc1C(=O)N1CCN(c2ncccn2)CC1 | -8 | 2% | 7% | 8% | nt | -5 | nt | -5% | nt | -10

Screening data: PubChem, National Center for Advancing Translational Sciences (NCATS)

Rows are unselected (roughly 1.6% active in at least one column).
